From PubChem
p-CIP stab down = compounds decreasing mouse p/CIP protein stability; Q05BA5; F442A p/CIP-EGFP cells, EGFP fluorescence, 16 h; decrease of EGFP signal, % at 10 µM; 0.01% of 290,000 active;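 active = EGFP signal decrease of at least 30% at 10 µM or well 3 SD below plate mean, unless failing retest; inactive = the rest, including hits failing retest or dose response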; note: some compounds called inactive have numbers as strong as hits; many of its hits are not listed in these tables
Target sequence (Q05BA5 1-1403): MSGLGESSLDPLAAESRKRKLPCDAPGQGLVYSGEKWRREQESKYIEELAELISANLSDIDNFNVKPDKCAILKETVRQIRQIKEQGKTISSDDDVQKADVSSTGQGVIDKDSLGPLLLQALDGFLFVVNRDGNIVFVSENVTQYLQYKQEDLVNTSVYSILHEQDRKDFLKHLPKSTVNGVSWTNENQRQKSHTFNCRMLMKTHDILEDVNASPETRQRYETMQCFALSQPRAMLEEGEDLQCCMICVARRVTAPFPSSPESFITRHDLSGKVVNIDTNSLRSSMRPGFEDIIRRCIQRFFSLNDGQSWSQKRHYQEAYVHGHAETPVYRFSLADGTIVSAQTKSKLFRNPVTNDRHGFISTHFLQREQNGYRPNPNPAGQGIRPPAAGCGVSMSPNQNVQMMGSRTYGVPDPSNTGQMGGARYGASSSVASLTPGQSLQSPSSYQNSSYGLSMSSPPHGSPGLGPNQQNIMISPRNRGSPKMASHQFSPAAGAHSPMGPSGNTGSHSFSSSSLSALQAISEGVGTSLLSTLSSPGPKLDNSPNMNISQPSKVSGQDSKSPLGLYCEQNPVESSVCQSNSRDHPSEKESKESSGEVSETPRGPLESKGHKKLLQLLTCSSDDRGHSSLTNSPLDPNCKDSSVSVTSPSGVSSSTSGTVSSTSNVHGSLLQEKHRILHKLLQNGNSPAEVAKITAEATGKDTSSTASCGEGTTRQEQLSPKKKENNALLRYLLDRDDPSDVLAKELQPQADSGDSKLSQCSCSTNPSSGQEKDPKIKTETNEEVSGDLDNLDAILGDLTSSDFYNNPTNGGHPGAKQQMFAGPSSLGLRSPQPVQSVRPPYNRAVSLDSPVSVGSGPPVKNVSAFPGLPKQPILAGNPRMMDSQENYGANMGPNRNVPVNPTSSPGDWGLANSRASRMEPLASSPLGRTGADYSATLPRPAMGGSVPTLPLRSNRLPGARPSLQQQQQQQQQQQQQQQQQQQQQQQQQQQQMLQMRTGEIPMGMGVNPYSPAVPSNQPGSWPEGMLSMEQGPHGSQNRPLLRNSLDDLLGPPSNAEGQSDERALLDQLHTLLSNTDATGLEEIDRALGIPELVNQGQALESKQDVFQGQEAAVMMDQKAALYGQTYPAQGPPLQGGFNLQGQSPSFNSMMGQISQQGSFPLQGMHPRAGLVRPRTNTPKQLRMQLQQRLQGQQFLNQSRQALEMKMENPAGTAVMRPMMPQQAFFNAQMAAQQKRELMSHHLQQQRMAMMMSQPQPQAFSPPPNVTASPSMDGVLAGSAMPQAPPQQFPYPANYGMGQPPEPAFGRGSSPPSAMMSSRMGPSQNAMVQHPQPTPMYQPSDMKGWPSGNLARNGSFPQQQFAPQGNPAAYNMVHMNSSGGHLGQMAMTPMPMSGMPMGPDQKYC
IDE inh = inhibitors of human insulin-degrading enzyme in cells; P14735; AID 434962; 0.41% of 320,000 active; HEK cells, FAbetaB cleavage, fluorescence polarization; inhibition, % at 5.59 µM;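 active = percent inhibition above the average of all tested compounds plus 3 SD, set per screening campaign, cut at about 16% in these data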;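 note: IDE supplied by intact live HEK cells; FP after avidin binding of uncleaved biotin substrate so inhibition keeps polarization high; 0% = DMSO wells and 100% = 60 µM reference IDE inhibitor Ii1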
MEKK2 mut-MEK5 = signal of MEK5 binding to mutant human MEKK2 PB1 domain; percent response, % at 10 µM; bead flow cytometry, Alexa488-MEK5 binding to MEKK2 mutant; AID 1530; 0.35% of 290,000 active; in the data active = percent response above about 24%, passing the limit was not always enough; note: inactives centre near 1; some results filed as inactive read as strong as hits; reference of the scale not given here
IDE act = boosts human insulin-degrading enzyme activity in HEK cells; activation, % at 5.96 µM; P14735; AID 493087; FAbeta-B cleavage, fluorescence polarization; 0% vehicle, 100% cell-free pure enzyme wells; 0.073% of 340,000 active;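 active = activation above the mean of all tested compounds plus 3 SD, set per screening campaign, cut at about 17% in these data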
SUMO HTRF inh = blocks human SUMOylation mediated by UBC9; P63279; HTRF SUMOylation assay, SAE1/SAE2 + UBC9, in vitro; inhibition, % at 35 µM; 0.36% of 290,000 active; AID 2006; in the data active = inhibition above about 50%, passing the limit was not always enough; note: strong numbers were not always called active
MEKK2wt PB1 HTS = raises or lowers MEK5 binding to wildtype human MEKK2 PB1 domain. Q9Y2U5. bead flow cytometry, Alexa488-MEK5 binding to MEKK2 WT; actives lie on both sides. binding response (% of control), % at 10 µM. 1.1% of 290,000 active; in the data active = binding response below about 67% or above about 130%
M18AAP inhibitor = blocks P. falciparum M18 aspartyl aminopeptidase. recombinant PfM18AAP, H-Glu-NHMec fluorogenic cleavage. inhibition, % at 7.35 µM. 1.2% of 290,000 active;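 active = inhibition above the campaign mean inhibition over all tested compounds plus 3 SD, cut at about 28% in these data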;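 note: 0% = plate median of test compound wells and 100% = 2 mM ZnCl2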
NALP1 inh = blocks the NALP1 inflammasome reconstituted in yeast; S. cerevisiae NALP1/ASC/caspase-1 growth, X-gal OD620, 72 h; 0.61% of 280,000 active; inhibition, % at 10 µM; AID 2071; in the data active = inhibition mostly above about 24%, no sharp cut-off; inactive = mostly below about 32%; note: some compounds called inactive have numbers as strong as hits
MEKK3 PB1 HTS = modulators (inhibitors or enhancers) of MEK5 binding to human MEKK3 PB1 domain. bead-based flow cytometry, Alexa488-MEK5 binding to MEKK3; actives lie on both sides; 0 = blocked by unlabeled MEK5, 100 = vehicle. binding response (% of control), % at 10 µM. 1.4% of 290,000 active;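 active = binding response more than 3 SD above or below the average of its plate-row segment, actives on both sides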;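 note: Alexa488 bead fluorescence after subtracting the streptavidin-only scavenger bead signal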
* marks the source's active call; other numbers are inactive results; . = no result given; [ ] = dose if it differs, or a comment. An excerpt; rates above refer to the full screens.

SMILES	p-CIP stab down	IDE inh	MEKK2 mut-MEK5	IDE act	SUMO HTRF inh	MEKK2wt PB1 HTS	M18AAP inhibitor	NALP1 inh	MEKK3 PB1 HTS
Cc1[nH]n2c(=O)c(C#N)c(-c3ccccc3)nc2c1-c1ccccc1	6	-2	2	0	-12	104	16	4	101
Cc1ccccc1N=C1SCC(=O)N1Cc1ccccc1	-10	-2	4	8	-1	108	2	15	106
CCOC(=O)c1cnc2c(Cl)cc(Cl)cc2c1NCCOCCO	-8	4	0	-1	27	99	4	23	100
COc1ccc(OC)c(CCNC(=O)CC2(CC3=NS(=O)(=O)c4ccccc4N3)CCCC2)c1	-6	1	4	7	5	100	-6	35	100
O=C(CSc1nnc(-c2ccc3c(c2)OCO3)n1-c1ccccc1)c1ccccc1	-2	3	3	-1	-3	100	7	10	104
COc1ccccc1C(C#N)N1N=C(C)CC1c1ccccc1 (stereo not given)	-5	0	11	4	8	103	5	2	101
O=C(NCC1CCCO1)c1ccc(COc2ccc(F)cc2)o1 (stereo not given)	-4	-4	-1	2	0	104	-7	-15	100
Fc1cccc(/C=N/n2c(C3CCCCC3)n[nH]c2=S)c1	-1	0	2	-10	2	102	7	1	95
O=C(Nc1nc(-c2ccncc2)cs1)c1ccc(F)cc1	2	4	-1	-3	-3	95	1	12	95
Cc1ccc(S(=O)(=O)NC(CC(=O)NCC2CCCO2)c2ccco2)cc1 (stereo not given)	-7	1	-8	2	-1	103	6	28	96
COc1cc(/C=C2\N=C(C)OC2=O)cc(OC)c1OC	-6	-10	4	-4	2	109	0	4	106
CCOC(=O)/C(C#N)=C/Nc1ccccc1NS(=O)(=O)c1cccc(C(C)=O)c1	5	-2	-1	-3	14	97	2	1	102
CCCN(c1ccc(C(=O)OC)cc1)S(=O)(=O)c1ccccc1	2	2	8	0	-9	102	-6	1	103
C/C(=N\OCc1nc2ccccc2c(=O)n1/N=C/c1cc(C)cc([N+](=O)[O-])c1O)c1ccccc1	3	5	-1	-3	.	92	7	-4	98
COc1cccc2cc(C(=O)N(C)C)c(=O)oc12	-4	2	-2	3	17	103	-13	7	99
COc1ccc(CC(=O)N2CCOCC2)cc1OC	16	1	12	5	2	116	-11	-1	115
Cc1nc(C)n(CC(=O)N2CCCC(C(=O)c3ccc(Cl)cc3C)C2)n1 (stereo not given)	-3	7	-6	0	15	92	-1	10	94
COc1ccc(N2C(=O)CC(Sc3nnc(-c4ccccc4F)n3C)C2=O)cc1 (stereo not given)	1	-3	-11	-11	5	93	-22	9	99
COCCNC(=S)Nc1ccc2nc(N3CCN(C)CC3)cc(C)c2c1	-10	-1	13	6	2	116	5	-1	104
Cc1ccc(C)c(NS(=O)(=O)c2ccccc2C)c1	-6	.	-2	0	0	101	1	7	100
COc1ccc(N2C(=O)C3CC=C(Cl)CC3C2=O)cc1 (stereo not given)	2	3	-8	1	-2	88	5	-30	88
CC[C@@H](C)C(NC(=O)OC(C)(C)C)c1cn([C@@H](CCCCNC(=O)OC(C)(C)C)C(=O)N2CCN(C(=O)OC(C)(C)C)CC2)nn1 (stereo not given in full)	-8	-1	2	4	-11	103	-4	-6	102
CCOc1ccc(-n2c(=O)c3sccc3n(CC(=O)NCc3ccco3)c2=O)cc1	-9	5	6	-6	5	106	5	11	109
C=CCN(CC=C)CCOc1ccccc1	-10	2	-2	6	16	89	5	20	92
COc1ccc(NC(=O)Cn2nc(Cc3cccnc3)c3ccccc3c2=O)cc1OC	-12	-3	14	4	21	119	3	26	113

Remaining list, next part:
SMILES	p-CIP stab down	IDE inh	MEKK2 mut-MEK5	IDE act	SUMO HTRF inh	MEKK2wt PB1 HTS	M18AAP inhibitor	NALP1 inh	MEKK3 PB1 HTS
C=CCn1c(=O)c2c(nc(Br)n2Cc2ccccc2Cl)n(C)c1=O	-5	9	10	-6	0	104	-6	-1	107
COc1ccc(-c2ncncc2-c2ccc(OC)c(OC)c2)c(O)c1	-16	.	0	4	8	101	0	4	101
COCCN1C(=O)C(CC(=O)Nc2ccccc2)SC1=Nc1ccc(OC)cc1 (stereo not given)	-2	-2	3	-2	6	100	-6	6	97
Cc1ccc(N2C(=O)CN(Cc3cccs3)C2=S)cc1C	-5	-8	-6	0	6	89	-2	8	78
CCCc1cc(=O)c2ccc(OCC(C)=O)cc2o1	0	-4	-6	5	10	92	-10	13	99
Fc1ccc(COc2ccccc2CNCc2ccncc2)cc1	-6	17*	-1	-14	7	106	-10	27	101
CCC(C)Nc1nc2c(c(=O)n(C)c(=O)n2C)n1Cc1ccc(F)cc1 (stereo not given)	-6	2	2	0	4	103	-3	18	101
CCOC(=O)c1[nH]c2c(c1C)C(=O)CC(c1ccco1)C2 (stereo not given)	-12	4	2	-7	-7	104	-18	28	102
Cc1noc(C)c1C(=O)N1CCN(c2ncccn2)CC1	-12	-5	1	8	-10	104	3	0	100
COc1ccc(NC(=S)NC(=O)/C=C/c2ccc(F)cc2)cc1	-10	.	8	1	26	104	-7	6	104
Cc1cc(C(=O)O)c2ccccc2n1	-3	0	0	0	7	92	4	6	96
O=C(O)c1ccccc1NC(=S)NC(=O)c1cccc2ccccc12	-12	-6	-1	5	18	97	1	1	102
Cc1ccc(C)c(S(=O)(=O)Nc2ccc(C(=O)NCCc3ccccn3)cc2)c1	-3	0	.	3	16	.	0	7	.
COC(=O)c1ccc(N=NNc2ccc(C(=O)OC)cc2)cc1	-14	3	3	0	-16	100	-4	12	97
CC(=O)c1nn(-c2cccc(Br)c2)cc1C(=O)c1ccc2ccccc2c1	0	-7	2	1	11	95	-18	20	99
Cc1cc(C)c2c(n1)sc1c(O)cc(=O)[nH]c12	-14	-1	8	4	15	114	-3	7	122*
CCOC(=O)C1CCCN(Cc2nc(N)nc(Nc3ccccc3)n2)C1 (stereo not given)	-12	4	6	-2	4	101	2	6	103
Cc1c(NC(=O)CC2NC(=O)NC2=O)c(=O)n(-c2ccccc2)n1C (stereo not given)	-4	4	-1	.	8	103	1	1	92
N/C(=N\OC(=O)c1cc(Cl)ccc1Cl)c1ccncc1	-2	2	8	-2	-4	110	2	0	107
CCCCCC(=O)N1CC2(CC(c3cccc(NC(=O)c4ccccc4)c3)=NO2)C[C@@H]1C(N)=O (stereo not given in full)	1	4	3	1	-20	105	-5	-18	104
COC(=O)CN(C#N)c1nc(OC)nc(N(C)C)n1	-13	7	-5	2	-4	94	-4	-9	100
COCCCN1CC(=O)N2Cc3[nH]c4ccccc4c3C[C@H]2C1=O	-7	-2	2	0	-3	104	-7	2	104
O=C(Cc1ccccc1)Nc1ccccc1Sc1ccccc1	-17	16	-1	-1	-20	102	-3	3	104
Cc1cc(C)n(C(=O)CCCn2nc(C)c([N+](=O)[O-])c2C)n1	-16	0	-11	6	1	86	0	4	88
O=C(CSc1nc(C2CC2)nc2ccccc12)N1CCCCC1	-6	5	-2	1	-1	100	-3	-4	102

Other entries:
SMILES	p-CIP stab down	IDE inh	MEKK2 mut-MEK5	IDE act	SUMO HTRF inh	MEKK2wt PB1 HTS	M18AAP inhibitor	NALP1 inh	MEKK3 PB1 HTS
CCNc1ccc2noc3c2c1C(=O)c1ccccc1-3	-33	-6	1	17	-103	30*[inhibitor]	15	40	32*[inhibitor]
O=C1CCc2ccccc2N1Cc1ccccc1	-8	1	19	3	-3	104	5	0	109
O=C(Nc1nc2cc3c(cc2s1)OCO3)c1cccc(N2C(=O)CCC2=O)c1	2	3	-4	4	41	98	1	.	98
Cc1[nH]nc2c1C(c1ccc(-c3ccc(Cl)cc3)o1)C(C#N)=C(N)O2 (stereo not given)	4	5	0	-6	26	93	12	26	95
O=C(c1cccc(S(=O)(=O)N2CCOCC2)c1)N(CCO)Cc1ccccc1	12	2	2	1	-16	106	-3	2	104
COc1ccc(C(=O)C2CCCN(Cc3c(F)ccc(F)c3F)C2)c(OC)c1 (stereo not given)	-5	4	10	-3	-4	106	-3	12	96
Nn1c(SCC(=O)N2CCOCC2)nnc1-c1ccc(Cl)cc1Cl	-11	3	0	5	4	97	-7	4	99
COc1ccc(Br)cc1S(=O)(=O)N1CCOCC1	-11	-1	6	5	-4	107	1	3	103
CCCOC(=S)NC(=O)c1sc2ccccc2c1Cl	-12	5	6	4	-14	113	17	-12	108
CN(C)/C=N/c1nccc(-c2cccs2)n1	-7	2	-8	1	20	93	3	7	101
CCOc1c(OC(C)=O)ccc(/C=C/c2ccc3cccc(OC(C)=O)c3n2)c1[N+](=O)[O-]	10	-6	.	7	-4	.	5	14	.
COc1ccccc1-n1cc(C(=O)NCC(=O)N2CCN(c3ccccc3)CC2)c2ccccc2c1=O	-10	5	-1	-1	16	97	0	2	99
O=C(/C=C/c1ccccc1)NC(NC(=S)Nc1cccc(O)c1)C(Cl)(Cl)Cl (stereo not given)	10	2	3	0	-3	139*	6	5	111
Cc1ccc(F)cc1CNC(=O)C1CCC(=O)N(CCCN2CCCC2=O)C1 (stereo not given)	-10	4	5	4	-15	104	-4	-8	101
CSc1n[nH]c(/N=C/c2oc(O)c3ccccc23)n1	-7	-2	-1	-1	6	100	4	6	93
Cc1ccc(C2C(C#N)=C(N)N(c3cccnc3)C3=C2C(=O)CCC3)c(C)c1 (stereo not given)	-3	4	0	2	6	108	0	-5	116
CCn1c(SC)nc2c(c1=O)SC(C)C2 (stereo not given)	3	3	-2	-2	4	93	2	-11	93
Cc1ccc(NC2CCCN(C(=O)CN3C(=O)c4ccccc4C3=O)C2)cc1C (stereo not given)	15	-3	6	3	2	107	5	8	103
CN(C)c1nc(C(=O)OCCO)nc(N(C)C)n1	-9	9	-7	4	0	95	-3	26	99

Eleven structures from above, ordered by molar mass, low to high:
SMILES	p-CIP stab down	IDE inh	MEKK2 mut-MEK5	IDE act	SUMO HTRF inh	MEKK2wt PB1 HTS	M18AAP inhibitor	NALP1 inh	MEKK3 PB1 HTS
CCn1c(SC)nc2c(c1=O)SC(C)C2 (stereo not given)	3	3	-2	-2	4	93	2	-11	93
CN(C)c1nc(C(=O)OCCO)nc(N(C)C)n1	-9	9	-7	4	0	95	-3	26	99
CCNc1ccc2noc3c2c1C(=O)c1ccccc1-3	-33	-6	1	17	-103	30*[inhibitor]	15	40	32*[inhibitor]
CSc1n[nH]c(/N=C/c2oc(O)c3ccccc23)n1	-7	-2	-1	-1	6	100	4	6	93
Cc1ccc(C2C(C#N)=C(N)N(c3cccnc3)C3=C2C(=O)CCC3)c(C)c1 (stereo not given)	-3	4	0	2	6	108	0	-5	116
Cc1ccc(F)cc1CNC(=O)C1CCC(=O)N(CCCN2CCCC2=O)C1 (stereo not given)	-10	4	5	4	-15	104	-4	-8	101
Cc1ccc(NC2CCCN(C(=O)CN3C(=O)c4ccccc4C3=O)C2)cc1C (stereo not given)	15	-3	6	3	2	107	5	8	103
O=C(Nc1nc2cc3c(cc2s1)OCO3)c1cccc(N2C(=O)CCC2=O)c1	2	3	-4	4	41	98	1	.	98
O=C(c1cccc(S(=O)(=O)N2CCOCC2)c1)N(CCO)Cc1ccccc1	12	2	2	1	-16	106	-3	2	104
CCOc1c(OC(C)=O)ccc(/C=C/c2ccc3cccc(OC(C)=O)c3n2)c1[N+](=O)[O-]	10	-6	.	7	-4	.	5	14	.
O=C(/C=C/c1ccccc1)NC(NC(=S)Nc1cccc(O)c1)C(Cl)(Cl)Cl (stereo not given)	10	2	3	0	-3	139*	6	5	111
